# High-throughput results: PubChem BioAssay, National Center for Advancing Translational Sciences (NCATS)
# HP1b binding inh: HTS for Inhibitors of HP1-beta Chromodomain Interactions with Methylated Histone Tails | Chromobox protein homolog 1 (Homo sapiens), P83916 | AlphaScreen HP1-beta / biotin-H3K9me3 peptide binding | Potency, µM (doses to about 114 µM), without a hit: top-dose activity change, negative = inhibition, actives largely listed as inhibitors | 390,000 tested, 0.56% active | AID 540317, 2011; note: potency is the fitted concentration of half-maximal effect; nearly all actives have a fitted effect of over 70% in size; inactives centre near 23
# Target sequence (P83916 whole entry, looked up): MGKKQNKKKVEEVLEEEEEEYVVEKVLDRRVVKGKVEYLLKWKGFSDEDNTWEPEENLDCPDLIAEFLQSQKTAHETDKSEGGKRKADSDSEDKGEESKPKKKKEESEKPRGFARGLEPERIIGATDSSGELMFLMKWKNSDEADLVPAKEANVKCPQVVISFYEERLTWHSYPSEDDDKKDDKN
#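 AlphaScreen: HP1-beta (50 nM) preformed 30 min with biotin-H3(1-18)K9me3 peptide (50 nM) in PBS pH 7.4, 0.01% Tween-20. Compound added for 30 min at RT, then streptavidin donor/nickel chelate acceptor beads (10 ug/mL) for 30 min.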
# TrxR1 substrate: qHTS Assay for Substrates of Mammalian Selenoprotein Thioredoxin Reductase 1 (TrxR1): qHTS; Thioredoxin reductase 1, cytoplasmic (Rattus norvegicus), O89049; purified TrxR1 substrate turnover, NADPH consumption readout; Potency, µM (titrated, usually from 114 µM), without a hit: top-dose activity change, negative = substrate turnover; 390,000 tested, 0.01% active; AID 588456, 2011; note: potency is the fitted concentration of half-maximal effect; % is set by controls: 0 for no effect and ±100 for the full control effect; nearly all actives have a fitted effect of over 50% in size
# Target sequence (O89049 whole entry, looked up): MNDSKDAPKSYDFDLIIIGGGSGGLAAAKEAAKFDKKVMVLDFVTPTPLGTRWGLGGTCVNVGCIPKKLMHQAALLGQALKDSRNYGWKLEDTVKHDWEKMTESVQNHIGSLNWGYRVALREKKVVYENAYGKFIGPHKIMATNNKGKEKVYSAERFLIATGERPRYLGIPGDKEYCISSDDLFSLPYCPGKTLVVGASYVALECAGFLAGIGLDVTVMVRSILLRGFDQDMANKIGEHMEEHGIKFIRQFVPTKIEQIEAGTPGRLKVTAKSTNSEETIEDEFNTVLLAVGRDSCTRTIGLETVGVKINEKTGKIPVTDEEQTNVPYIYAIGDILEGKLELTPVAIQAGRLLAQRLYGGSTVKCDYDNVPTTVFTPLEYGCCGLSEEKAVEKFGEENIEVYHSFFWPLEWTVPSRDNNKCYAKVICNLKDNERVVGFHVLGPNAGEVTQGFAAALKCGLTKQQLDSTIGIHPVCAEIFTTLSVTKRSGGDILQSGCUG
#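 Rat TrxR1, dispensed at 90 nM, was prereduced with 400 uM NADPH (final) for 5 min at ~22 deg C, then incubated with compound 15 min before 400 uM selenite. A first-read NADPH fluorescence drop versus no-compound background flagged substrates.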
# USP1 inh: Inhibitors of USP1/UAF1: Primary Screen. AID 743255, 2014. 390,000 tested, 0.23% active. Ubiquitin carboxyl-terminal hydrolase 1 (Homo sapiens), O94782. Potency, µM (titrated, usually from 57.1 µM), without a hit: at the top dose activity change, negative = inhibition, most hits filed as inhibitors. recombinant USP1/UAF1, Ub-Rhodamine cleavage fluorescence; note: potency is the fitted concentration of half-maximal effect; % is set by controls: 0 for no effect and ±100 for the full control effect; nearly all actives have a fitted effect of over 60% in size; inactives centre near -12
#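 1 nM enzyme complex + cpd, 15 min RT; start with Ub-Rho 150nM final; kinetic fluorescence ex 480/em 540, 6 reads q60 s. Buffer 50mM HEPES pH 7.8, 0.5mM EDTA, 0.1 mg/ml BSA, 1mM TCEP, 0.01% Tween-20.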
# TrxR1 inh: qHTS Assay for Inhibitors of Mammalian Selenoprotein Thioredoxin Reductase 1 (TrxR1): qHTS | Thioredoxin reductase 1, cytoplasmic (Rattus norvegicus), O89049 | recombinant rTrxR1, NADPH fluorescence consumption, selenite substrate | Potency, µM (titrated, usually from 114 µM), for the others: top-dose activity change, negative = inhibition, usual class: inhibitors | 390,000 tested, 1% active; note: potency is the fitted concentration of half-maximal effect; % is set by controls: 0 for no effect and ±100 for the full control effect; nearly all actives have a fitted effect of over 65% in size
#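 Rat TrxR1 (90 nM in the dispensed reagent) was pre-reduced with 400 uM NADPH for 5 min at room temperature, then incubated with compound for 15 min. After 400 uM selenite was added, NADPH fluorescence (Ex 340/Em 450 nm) was followed for 8 min.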
# GLS inh: qHTS for Inhibitors of Glutaminase (GLS); AID 624170, 2012; 410,000 tested, 0.21% active; Potency, µM (series often up to 45.5 µM), for inactives: at the top dose activity change, negative = inhibition, actives largely listed as inhibitors; Glutaminase kidney isoform, mitochondrial (Homo sapiens), O94925; GLS enzymatic activity, qHTS titration; note: potency is the fitted concentration of half-maximal effect; % is set by controls: 0 for no effect and ±100 for the full control effect
#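 Human kidney-isoform GLS in 45 mM KH2PO4 pH 8.2, 0.02% Tween-20, with compound, started with 1mM L-Glutamine (added stock). Glutamate oxidase/HRP/Amplex red coupled fluorescence read at start and after 30 min at RT.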
# PI4K2A block: qHTS for small molecular inhibitors of PI4K2A. purified PI4K2A, ADP-Glo luminescence, 1 h; stronger effect = lower value. activity change, negative = inhibition, % at 76.9 µM. 420,000 tested, 0.13% active; in the data active = activity change below about -50%; inconclusive = mostly about -30% to -49%;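 note: -100% = wells without enzyme as full effect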
#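 ADP-Glo luminescence measured ADP generated by PI4K2A enzyme (4 ug/mL before mixing) with 1.2 mM PI substrate (pre-mix) and 300 microM ATP (pre-mix). Tris pH7.5 buffer with MgCl2, Triton X-100; 1 h reaction at ambient temperature.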
# Pin1 inhibitor: qHTS Assay to Find Inhibitors of Pin1; Pin1 FP peptide displacement, HiFluor488, 10 min; Potency, µM (titrated, usually from 115 µM), for inactives: at the top dose activity, negative = inhibition, usual class: inhibitors; 390,000 tested, 0.009% active; active = well fitted inhibition curve with a large enough effect in the polarisation, with a control signal flat, not every such curve was filed as active; inconclusive = small, poorly fitted or top-dose-only effect, or effect the other way, or a change in a side signal; inactive = no such curve, though single readings can be large or run the other way; the % refers to the polarisation; note: potency is the fitted concentration of half-maximal effect; % is set by controls: 0 for no effect and ±100 for the full control effect
# Target sequence (Q13526 whole entry, looked up): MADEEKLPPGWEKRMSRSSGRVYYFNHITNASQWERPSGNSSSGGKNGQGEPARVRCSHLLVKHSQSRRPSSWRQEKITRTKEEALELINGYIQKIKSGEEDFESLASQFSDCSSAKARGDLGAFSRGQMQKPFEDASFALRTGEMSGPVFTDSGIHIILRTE
# IDH1 R132H inh: qHTS for Inhibitors of mutant isocitrate dehydrogenase 1 (IDH1): qHTS; IDH1-R132H enzyme, NADPH consumption, diaphorase/resazurin fluorescence; Potency, µM (series often up to 76.6 µM), without a hit: at the highest dose activity change, negative = inhibition, hits mostly inhibitors; 390,000 tested, 0.093% active; Isocitrate dehydrogenase [NADP] cytoplasmic (Homo sapiens), O75874; note: potency is the fitted concentration of half-maximal effect; % is set by controls: 0 for no effect and ±100 for the full control effect; nearly all actives have a fitted effect of over 65% in size
#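 IDH1-R132H (0.5 ug/mL) preincubated 30 min with compound, then NADPH (0.016 mM) and alpha-KG (2 mM) added; 80 min at RT, pH 7.5. Remaining NADPH coupled via diaphorase/resazurin to fluorescence (540/590 nm); concentration-response curves normalized to no-enzyme control.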
# PGK inhibitor: qHTS Assay to Find Inhibitors of Phosphoglycerate Kinase | PGK/GAPDH coupled, Kinase-Glo luminescence, 60 min | Potency, µM (titrated, usually from 57.5 µM), for the others: at the highest dose activity change, negative = inhibition, actives largely listed as inhibitors | 380,000 tested, 0.043% active; note: potency is the fitted concentration of half-maximal effect; % is set by controls: 0 for no effect and ±100 for the full control effect; nearly all actives have a fitted effect of over 60% in size
#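 Luminescent ATP detection (Kinase-Glo Plus) follows a 60-minute room-temperature incubation, with wells lacking PGK as controls. Buffer: 100 mM TEA (pH 7.6), 5 mM MgCl2, 0.01% Tween-20. Coupling enzyme GAPDH (100 nM final) supplies unstable 1,3-BPG in-well.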
# Numbers without * were called inactive; i = inactive; ? = inconclusive; · = no result given; [ ] = remark or other dose. Unless noted, calls come from the whole dose curve; as a rule, active = well fitted curve in the direction sought with a large enough effect; inconclusive = small, poorly fitted or top-dose-only effect, or another doubt; inactive = no such curve, though single readings can be large; an effect the other way counts as inactive or inconclusive.
SMILES,HP1b binding inh,TrxR1 substrate,USP1 inh,TrxR1 inh,GLS inh,PI4K2A block,Pin1 inhibitor,IDH1 R132H inh,PGK inhibitor
Cc1nn(C)c(Cl)c1NC(=O)OCc1ccc(Cl)cc1Cl,37%,-1%,-19%,-5%,-1%,8,-2%,-3%,-8%
CCOc1ccc(NC(=O)CN(C)C(=O)c2cc(C)on2)cc1OCC,17%,4%,-14%,10%,-11%,3,-5%,1%,-9%
CSc1ncc(C(=O)Nc2ccccc2Cl)c(C)n1,8%,-7%,-13%,2%[57.1 µM],23%,-6,16%,2%,i
CNC(=S)N(CCc1ccc(OC)c(OC)c1)Cc1cc2c(C)cc(C)cc2[nH]c1=O,26%,-5%[11.4 µM],-18%,0%[11.4 µM],1%,2,1%,4%,i
NNc1nnc2c3cc(F)ccc3n(CCc3ccccc3)c2n1,6%,-4%,?,-5%,13%,6,-6%,3%,-9%
c1ccc(-c2ncnc3nc4n(c23)CCC4)cc1,16%,13%,-5%,13%,-5%,5,-2%,3%,-4%
COc1cccc(NCc2cc(=O)oc3cc(C)c(O)cc23)c1,46%[activator],-3%,-10%,21%,-6%,4,3%,-9%,-9%
CCCn1c(N2CCN(C)CC2)nc2c1c(=O)[nH]c(=O)n2C,21%,-7%,-4%,-8%,18%,2,5%,-1%,0%
COc1cccc(NC(=O)NCCCN2CCN(c3ccc(F)cc3)CC2)c1,-14%,7%[57.1 µM],8%,11%[57.1 µM],27%,-2,7%,5%,-6%
CC(=O)NC1=C(Nc2ccc(N(C)C)cc2)C(=O)c2ccccc2C1=O,?,-4%,?,-9%,15%,?,5%,14%,-21%

# The last 6 entries of the section before come first, to join the parts:
SMILES,HP1b binding inh,TrxR1 substrate,USP1 inh,TrxR1 inh,GLS inh,PI4K2A block,Pin1 inhibitor,IDH1 R132H inh,PGK inhibitor
NNc1nnc2c3cc(F)ccc3n(CCc3ccccc3)c2n1,6%,-4%,?,-5%,13%,6,-6%,3%,-9%
c1ccc(-c2ncnc3nc4n(c23)CCC4)cc1,16%,13%,-5%,13%,-5%,5,-2%,3%,-4%
COc1cccc(NCc2cc(=O)oc3cc(C)c(O)cc23)c1,46%[activator],-3%,-10%,21%,-6%,4,3%,-9%,-9%
CCCn1c(N2CCN(C)CC2)nc2c1c(=O)[nH]c(=O)n2C,21%,-7%,-4%,-8%,18%,2,5%,-1%,0%
COc1cccc(NC(=O)NCCCN2CCN(c3ccc(F)cc3)CC2)c1,-14%,7%[57.1 µM],8%,11%[57.1 µM],27%,-2,7%,5%,-6%
CC(=O)NC1=C(Nc2ccc(N(C)C)cc2)C(=O)c2ccccc2C1=O,?,-4%,?,-9%,15%,?,5%,14%,-21%
Cc1cc(Cl)ccc1OCC(=O)N1CC(C)CC(C)C1 (centres undefined),58%[activator],-4%,-25%,0%,7%,-3,-4%,4%,-6%
COc1ccc(OC)c(-n2cnc3cc(C(=O)NCCCN4CCOCC4)ccc32)c1,0%,13%[57.1 µM],-6%,24%[57.1 µM],13%,-2,4%,1%,-1%
COc1ccc(C2c3cccn3CCN2S(=O)(=O)c2ccc([N+](=O)[O-])cc2)cc1 (centres undefined),-4%,-2%[57.1 µM],-25%,12%[57.1 µM],1%,6,-5%,12%,i
O=C(NCc1cccnc1)Nc1ccc(Cl)c(Cl)c1,42%[activator],3%,-22%,22%,0%,0,-9%,-2%,-6%
O=C(Cc1csc(NC(=O)Nc2ccc(Cl)cc2)n1)NCc1ccccn1,19%,0%,-12%,12%,3%,-1,-4%,2%,-4%
COc1nc(NC(C)(C)C)nc(Oc2ccc(=O)n(-c3ccccc3)n2)n1,37%,5%,-6%,8%[57.1 µM],-1%,3,-5%,11%,-4%
CC(C)N(C(=O)[C@H]1C[C@H](CC(=O)NCCc2ccccn2)C(=O)N2CCc3c([nH]c4cc(CCC(=O)N(C)C)ccc34)[C@]12C)C(C)C,38%,5%,?,12%,-16%,-1,11%,-11%,-9%
COc1ccc(C)cc1-n1c(=O)c2ccccc2c2ccccc2c1=O,28%,6%[57.1 µM],-25%,13%[57.1 µM],-5%,-13,16%,-4%,5%
COc1cc2c(cc1OC)-c1cc(NC3CCCCCCC3)nc(=O)n1CC2,16%,19%,-25%,5%,-6%,7,8%,7%,i
CCCN=C1N(C)C[C@@H]2[C@@H]3C(=O)N(C)C(=O)[C@@H]3[C@](C)(C(=O)OC)N12,29%,-4%,-18%,4%,18%,-4,-2%,0%[38.3 µM],2%
COc1ccccc1C(=O)N1CC(=O)Nc2ccc(C)cc2C1c1ccc(F)cc1 (centres undefined),-3%,-1%,-3%,16%,-2%,5,-2%,-8%,-10%
CSCCC(NC(=O)c1ccco1)C(=O)OCC(=O)N1c2ccccc2NC(=O)C1(C)C (centres undefined),48%[activator],5%,-18%,-14%,0%,4,-16%,19%,-3%
CCC(C(=O)Nc1cc(Cl)c(OC)cc1OC)c1ccccc1 (centres undefined),43%[activator],-3%,-15%,22%,2%,1,-17%,-13%,-2%
COc1ccccc1NC(C)C(=O)Nc1ccc(C(C)=O)cc1 (centres undefined),23%,-12%,-20%,-10%,21%,0,6%,3%,-4%
CCc1cc(CNC(=O)c2cccc(OC3CCN(S(C)(=O)=O)CC3)c2)on1,-1%,-9%,-2%,-10%,-1%,1,-4%,5%,-6%
COc1cccc(CN2CCNC(=O)C2CC(=O)N2CCCCO2)c1OC (centres undefined),52%[activator],5%,-13%,-9%,0%,-2,3%,-5%,·
Cn1c(NC2CCCCC2)c(N=O)c(=O)n(C)c1=O,16%,5%[57.1 µM],-13%,26%[57.1 µM],-9%,1,6%,11%,-10%
CCOc1ccccc1NC(=O)Cn1c(=O)ccc2cc(S(=O)(=O)N3CCC(C)CC3)ccc21,13%[57 µM],-8%[57.1 µM],?,4%[57.1 µM],-2%,-1,12%,-7%,-2%
CS(=O)(=O)c1ccccc1C(=O)N1CCN(Cc2ccccc2)CC1,9%,13%[57.1 µM],-13%,25%[57.1 µM],4%,-1,-9%,0%,i
O=C(Cc1ccc(Cl)c(Cl)c1)NC1CCCCCC1,8%,2%[57.1 µM],-12%,2%[57.1 µM],-2%,4,-2%,0%,-4%
Cc1ccc(OCC(=O)Nc2ccc(C(=O)O)cc2NC(=O)COc2ccc(C)c(C)c2)cc1C,3%,-1%,-12%,13%,1%,1,?,2%,-6%
CCOC(=O)CCNC(=O)Nc1cc2nc(C)n(Cc3cccc(Cl)c3)c2nc1C,24%,4%,-10%,22%,-1%,4,1%,-6%,-7%
N#Cc1c(N2C(=O)c3ccc(C(=O)O)cc3C2=O)sc2c1CCCC2,43%,-10%,?,5%[57.1 µM],?,-7,0%,-3%,-2%
Nc1ccc(C(=O)N2CCN(S(=O)(=O)c3ccc4c(c3)OCCCO4)CC2)cc1[N+](=O)[O-],9%,-2%,-6%,9%,11%,1,3%,1%,3%
CCOC(=O)Nc1cccc2c1-c1ccc([N+](=O)[O-])cc1C2=O,-5%,-2%[11.4 µM],17%,-13%[11.4 µM],6%,-2,6%,3%,-4%
O=S(=O)(NCCc1ccccc1)c1cccc2cccnc12,3%,-5%,-14%,0%,4%,0,-1%,-8%,-1%
Cc1ccc(NC(=O)c2ccccc2Cl)c(Cl)c1,55%,-8%[57.1 µM],-1%,-9%[57.1 µM],11%,-4,1%,10%,i
CN(C(=O)COC(=O)c1c2c(nc3ccccc13)CCCC2)c1c(N)n(Cc2ccccc2)c(=O)[nH]c1=O,10%,-4%[57.1 µM],-7%,8%,5%,-1,16%,-7%,9%
CC(C)(C)NC(=O)c1cccc2c1-c1ccccc1C2=O,30%,1%,-14%,16%,1%,4,-8%,-1%,·
O=C(O)c1ccc(CNC(=O)C2CCCN2C(=O)OCc2ccccc2)cc1 (centres undefined),24%,0%,-8%,6%,-1%,6,-6%,2%,-1%

# The list is partial; count on the stated rates, not on these rows.
